RmlCD inh mix: inhibitors of RmlC and RmlD coupled enzymes. RmlC/RmlD coupled enzyme inhibition, 384-well mixture HTS. inhibition, % at 5.5 µM. 0.39% of 110,000 active. AID 1532; in the data active means inhibition above about 30%, passing the limit was not always enough; further: strong numbers were not always called active
RT RNaseH block: inhibitors of HIV-1 reverse transcriptase RNase H. 1.9% of 65,000 active. P04585. inhibition, % at 10 µM. RT-RNase H RNA/DNA duplex cleavage, fluorescence; in the data active means inhibition above about 50%
* hit, by the source's call. Not all compounds are listed; rates above refer to the full screens.

For CC(C)CCC1CC(CSC(=N)N)OC1=O (configuration not stated) the results were RmlCD inh mix 4.
For Cc1ccc(C)c(-c2cc(C(=O)NCc3cccs3)c3ccccc3n2)c1 the results were RmlCD inh mix -4.
Screening Cc1cc(NS(=O)(=O)c2ccc(NC(=O)CCc3ccccc3)cc2)no1 returned RmlCD inh mix -9 and RT RNaseH block 5.
`CCOc1ccc(NC(=O)CCC(=O)OC)cc1` gave RmlCD inh mix 11 and RT RNaseH block -5.
COc1ccc(N2C(=O)NC3CC2(C)Oc2ccc(Cl)cc23)cc1OC (configuration not stated) was read as RT RNaseH block 0.
Screening CCn1c(Cc2ccccc2)nnc1SCC(=O)Nc1cc(C)on1 returned RmlCD inh mix -8 and RT RNaseH block -5.
COCCN1Cc2cccc(C(=O)NC3CCCCCC3)c2C1=O was read as RT RNaseH block -20.
Cn1nnnc1SCCNCC#Cc1ccccc1 was read as RmlCD inh mix 62 and RT RNaseH block -11.
`Cc1onc(-c2ccccc2Cl)c1C(=O)N1CCc2ccccc21` gave RmlCD inh mix 3 and RT RNaseH block -16.
For COc1cc(-c2nnc(SCC(=O)c3ccccc3)o2)cc(OC)c1OC the results were RmlCD inh mix 2 and RT RNaseH block 3.
`CC(c1ccccc1C(O)c1ccccc1)N(C)C` (configuration not stated) gave RmlCD inh mix -15.
For COc1ccc(N2CCN(C(=O)c3ccc(CNc4c(N5CCOCC5)c(=O)c4=O)cc3)CC2)cc1 the results were RT RNaseH block -8.
Screening CC(C(=O)NCc1ccccc1)N1C(=O)C2CC=C(Cl)CC2C1=O (configuration not stated) returned RmlCD inh mix -20 and RT RNaseH block -2.
CN(C)CCN1C(=O)C(O)=C(C(=O)c2ccco2)C1c1ccccc1F (configuration not stated) was read as RmlCD inh mix 10 and RT RNaseH block 1.
`COc1ccc(C2CC(c3cccc(C)c3)n3nc(N)nc3N2)cc1` (configuration not stated) gave RmlCD inh mix 6 and RT RNaseH block -8.
`COc1ccc(NC(=O)CS(=O)CC(=O)NCc2cccc(C(F)(F)F)c2)cc1` (configuration not stated) gave RmlCD inh mix 0 and RT RNaseH block -10.
For CC1CN(c2oc(-c3ccco3)nc2S(=O)(=O)c2ccccc2)CC(C)O1 (configuration not stated) the results were RmlCD inh mix -8 and RT RNaseH block -5.
`COc1ccccc1CNC(=O)COC(=O)c1ccc(S(=O)(=O)N2CCCC2)cc1` gave RmlCD inh mix -9 and RT RNaseH block -13.
For COc1ccccc1/C=C/C(=O)c1ccc(Cl)cc1 the results were RmlCD inh mix -3.
Screening Cc1nn(-c2ccccc2)c(C)c1C(=O)OCC(=O)NC(=O)NC1CCCC1 returned RmlCD inh mix 4.
`Cc1nc(-c2cccc(NS(=O)(=O)c3cccc4ccccc34)c2)cs1` gave RmlCD inh mix -10.
Screening Cc1ccccc1C(=O)Nc1ccccc1-c1nnn(CC(=O)Nc2ccc3c(c2)OCCO3)n1 returned RmlCD inh mix -4.
COC(=O)c1cc2nc(-c3ccc(OC)c(OC)c3)cc(C(F)(F)F)n2n1 was read as RmlCD inh mix 7 and RT RNaseH block -3.
`O=C(COc1ccccc1)N1CCN(S(=O)(=O)c2ccc(Cl)cc2)CC1` gave RmlCD inh mix 5.
For COc1ccc2[nH]c(=O)c(CN(CCO)S(=O)(=O)c3c(C)ccc4nsnc34)cc2c1 the results were RmlCD inh mix -2.
Screening N#Cc1nc(COc2ccccc2F)oc1NCc1ccc(F)cc1 returned RmlCD inh mix 3 and RT RNaseH block -59.
`COc1ccc(N2CCN(C(=O)c3ccc4c(=O)n(CC5CCCO5)c(=O)[nH]c4c3)CC2)cc1` (configuration not stated) gave RmlCD inh mix 12 and RT RNaseH block 4.
For COc1ccc(Cl)cc1-n1c(C)cc(C=O)c1C the results were RmlCD inh mix -17.
`C=CCOc1cccc(C2c3c(oc4ccccc4c3=O)C(=O)N2c2ccccn2)c1` (configuration not stated) gave RmlCD inh mix 11 and RT RNaseH block 48.
Cn1nnnc1SCC(=O)NCC(=O)c1ccccc1 was read as RmlCD inh mix -7 and RT RNaseH block -8.
For CCCC(O)(c1ccc(OC)cc1)C(CN(C)C)c1ccccc1 (configuration not stated) the results were RmlCD inh mix 0.
Screening COC(=O)[C@H](CCSC)NC(=O)N1CCC(C)CC1 returned RmlCD inh mix -10.
Screening CCOc1ccc(NC(=O)CSc2nc3cccnc3n2CC)cc1 returned RmlCD inh mix 1 and RT RNaseH block -27.
Screening N#Cc1c(NC(=O)c2ccccc2)sc2c1CCCCC2 returned RmlCD inh mix -3.
CC/C(C)=N\N=C\c1c(O)n(CC)c2cc(C3=NNC(=O)CC3)ccc12 was read as RmlCD inh mix -7.
CCN(CC)S(=O)(=O)c1ccc(N=N/C(C(C)=O)=C(/C)O)cc1 was read as RmlCD inh mix 17.
For COc1ccc(C2=NOC(C)(c3nnc(-c4ccncc4)o3)C2)cc1 (configuration not stated) the results were RmlCD inh mix -6.
`CC(=O)N(Cc1c(C)nn(-c2ccccc2)c1Cl)c1ccc(Cl)cc1` gave RmlCD inh mix -9.
For COCCNc1c2c(nc3c(-c4ccccc4)c(C)nn13)CCCC2 the results were RmlCD inh mix 32.
Screening CCc1nc(NCCN2CCOCC2)c(C#N)c2c1CCCC2 returned RmlCD inh mix -11 and RT RNaseH block -11.
O=C(Cn1[nH]c(=O)c2ccccc2c1=O)NCc1cccnc1 was read as RmlCD inh mix 16 and RT RNaseH block -9.
For CC1=C(C(=O)OC2CCCCCCC2)C(c2cccc(O)c2)NC(=O)N1 (configuration not stated) the results were RmlCD inh mix 12 and RT RNaseH block -37.
`CC(C)N=C(Nc1ccc(Cl)cc1)c1cccnc1` gave RmlCD inh mix 6.
Cc1ccc2c(c1)COc1c3ccc(C(=O)NCCO)cc3nn1-2 was read as RmlCD inh mix -4.
Screening CCC(CCC(=O)Nc1ccc(S(N)(=O)=O)cc1)C(=O)O (configuration not stated) returned RmlCD inh mix -6.
For Nc1n[nH]c(-c2ccc(F)cc2)n1 the results were RmlCD inh mix 3 and RT RNaseH block -2.
O=C(c1ccco1)N1CCN(C(=O)C2CC(c3ccc(F)cc3)=NO2)CC1 (configuration not stated) was read as RmlCD inh mix -11 and RT RNaseH block -6.
`CC(C)NC(=O)COc1ncnc2sccc12` gave RmlCD inh mix -9.
Screening CC(C)Oc1ccc(CC2CC(=O)NC2=O)cc1 (configuration not stated) returned RmlCD inh mix -4 and RT RNaseH block -3.
Screening CCCCCSc1nc2c(c(=O)[nH]c(=O)n2C)n1C returned RmlCD inh mix -2 and RT RNaseH block -29.
For COc1ccc(Cl)cc1C(=O)CSc1nnnn1C1CCCC1 the results were RmlCD inh mix 2 and RT RNaseH block -23.
`COc1ccc(-c2cc(C(=O)N3CCCCC3)no2)cc1OC` gave RmlCD inh mix 6 and RT RNaseH block -5.
Screening O=S(=O)(Nc1ncnc2sc3c(c12)CCC3)c1ccc2ccccc2c1 returned RmlCD inh mix -12.
`O=C(Nc1ccc(F)c(F)c1)NC1CCCCC1` gave RmlCD inh mix -29 and RT RNaseH block -8.
`Cc1ccnc(SCC(=O)Nc2sc3c(c2C#N)CCC(C(C)(C)C)C3)n1` (configuration not stated) gave RmlCD inh mix 7.
For CCC1C(=O)N(c2nc(C)cc(C)n2)N=C1C (configuration not stated) the results were RmlCD inh mix 6.
Screening CCOc1ccccc1OCC(=O)Nc1ccc(N2CCCCC2)cc1 returned RmlCD inh mix -17 and RT RNaseH block 5.
Screening Cc1nnsc1C(=O)Nc1cc(Cl)ccc1Cl returned RmlCD inh mix -12.
Screening Cc1ccc(-n2ncc3c(=O)n(Cc4ccccn4)cnc32)cc1C returned RmlCD inh mix 15 and RT RNaseH block -4.
For Cc1ccsc1C(=O)OCc1csc(-c2ccccc2)n1 the results were RmlCD inh mix -65 and RT RNaseH block -30.

Random excerpt: 2 records from the list.
For CCC1C(=O)N(c2nc(C)cc(C)n2)N=C1C (configuration not stated) the results were RmlCD inh mix 6.
Screening CC(C)Oc1ccc(CC2CC(=O)NC2=O)cc1 (configuration not stated) returned RmlCD inh mix -4 and RT RNaseH block -3.

Carrying on.
Cc1ccc(/C=N/NC(=O)c2ccc(C(=O)N/N=C/c3ccc(C)s3)o2)s1 was read as RmlCD inh mix 27.
O=C(NCC1CCCO1)c1nn2cccnc2c1Cl (configuration not stated) was read as RmlCD inh mix -14 and RT RNaseH block -3.
For COc1ccc(OC)c(Nc2nc(-c3sc(N)nc3C)cs2)c1 the results were RmlCD inh mix -15 and RT RNaseH block 26.
Screening CC(=O)Oc1ccc(C(=O)Nc2nccs2)cc1 returned RmlCD inh mix 2 and RT RNaseH block 0.
CCCOc1ccc(Cc2nn[nH]n2)cc1 was read as RmlCD inh mix 13 and RT RNaseH block -1.
`CC(C)c1nc(SCC(=O)Nc2cccc(S(N)(=O)=O)c2)n[nH]1` gave RmlCD inh mix -7.
For c1ccc2nc3c(nc2c1)CCc1nonc1-3 the results were RmlCD inh mix -7 and RT RNaseH block -6.
`CC(C)(C)c1ccc(-c2csc(NC(=O)CN3C(=O)NC4(CCCCC4)C3=O)n2)cc1` gave RmlCD inh mix -23.
C(=N\N1CCN(C2c3ccccc3-c3ccccc32)CC1)/c1ccccn1 was read as RmlCD inh mix 3.
COc1cc(OC)cc(-n2nnnc2SCC(=O)NC2CCCC2)c1 was read as RmlCD inh mix -11.
For NCCCCCNC(=O)/C=N\O the results were RmlCD inh mix -12 and RT RNaseH block -9.
For CCOC(=O)c1[nH]c2c(c1C)C(=O)CC(c1ccc(OCC)c(OC)c1)C2 (configuration not stated) the results were RmlCD inh mix 10 and RT RNaseH block -4.
`COc1ccc(-c2onc(C)c2-c2ccc(C(=O)OC(C)C)o2)c(O)c1` gave RT RNaseH block -9.
For O=C1OC(Nc2ccc3ncccc3c2)c2ccccc21 (configuration not stated) the results were RmlCD inh mix -10.
C=C(C)CSc1nc2c(cc1C#N)CCC2 was read as RmlCD inh mix 7 and RT RNaseH block -51.

Next part; it opens with the 7 that closed the last part.
C(=N\N1CCN(C2c3ccccc3-c3ccccc32)CC1)/c1ccccn1 was read as RmlCD inh mix 3.
COc1cc(OC)cc(-n2nnnc2SCC(=O)NC2CCCC2)c1 was read as RmlCD inh mix -11.
For NCCCCCNC(=O)/C=N\O the results were RmlCD inh mix -12 and RT RNaseH block -9.
For CCOC(=O)c1[nH]c2c(c1C)C(=O)CC(c1ccc(OCC)c(OC)c1)C2 (configuration not stated) the results were RmlCD inh mix 10 and RT RNaseH block -4.
`COc1ccc(-c2onc(C)c2-c2ccc(C(=O)OC(C)C)o2)c(O)c1` gave RT RNaseH block -9.
For O=C1OC(Nc2ccc3ncccc3c2)c2ccccc21 (configuration not stated) the results were RmlCD inh mix -10.
C=C(C)CSc1nc2c(cc1C#N)CCC2 was read as RmlCD inh mix 7 and RT RNaseH block -51.
BrC(/C=N/Nc1nc(N2CCOCC2)nc(N2CCOCC2)n1)=C/c1ccccc1 was read as RmlCD inh mix 17.
CC(=O)NS(=O)(=O)c1ccc(NC(=O)C(Sc2ccccc2)c2ccccc2)cc1 (configuration not stated) was read as RmlCD inh mix 4.
Cc1nc2ccccc2c(=O)n1CCN1CCOCC1 was read as RmlCD inh mix 6.
`CCOc1ccccc1C(=O)NC(C(=O)OCC(=O)Nc1nnc(-c2ccccc2)o1)C(C)C` (configuration not stated) gave RmlCD inh mix -3 and RT RNaseH block 2.
For COc1cc(O)oc1C=Nc1ccc(Oc2ccccc2)cc1 the results were RmlCD inh mix -8.
`Cc1ccc(-c2cc(C(=O)Nc3ccc(S(=O)(=O)Nc4cc(C)on4)cc3)c3ccccc3n2)c(C)c1` gave RmlCD inh mix 4.
For O=C(c1cc2ccccc2oc1=O)N(Cc1ccccc1)Cc1ccc2c(c1)OCO2 the results were RmlCD inh mix 7.
Screening Nc1nnc(CC(=O)N/N=C/c2cccc(OCCOc3ccccc3)c2)s1 returned RmlCD inh mix -15.
Screening Cc1cc(C)nc(N(C#N)CC(=O)c2ccccc2)n1 returned RmlCD inh mix 7 and RT RNaseH block -28.
CCCSc1nnc(Nc2ccccc2C)s1 was read as RmlCD inh mix 7.
Screening CC(=O)Nc1cc(C(=O)N2CCN(C)CC2)ccc1S(=O)(=O)c1ccc(C)cc1 returned RmlCD inh mix -9.
For O=C(Nc1ccc2c(c1)OCO2)C1CCCCN1S(=O)(=O)c1ccc(F)cc1 (configuration not stated) the results were RmlCD inh mix -10 and RT RNaseH block 10.
COC(=O)c1nn(-c2ccc(-c3ccccc3)cc2)cc1O was read as RmlCD inh mix -15 and RT RNaseH block -18.
Cc1cc(C)nc(SCc2nnc(SCC(=O)Nc3ncc(C)s3)n2Cc2ccco2)n1 was read as RmlCD inh mix 59 and RT RNaseH block -40.
For Cc1occc1-c1nnc(SCCCC(=O)c2ccc(F)cc2)n1C the results were RmlCD inh mix 6 and RT RNaseH block -16.
`COc1ccc(C(=O)OC(C)CN2CCOCC2)cc1OC` (configuration not stated) gave RmlCD inh mix 12 and RT RNaseH block -8.
`O=C(NCC1CCCO1)c1ccccc1` (configuration not stated) gave RmlCD inh mix -1.
For CCc1ccc(NC(=O)Cn2c(=O)n(CCCC(=O)NCc3ccco3)c(=O)c3ccccc32)cc1 the results were RmlCD inh mix 15 and RT RNaseH block -7.
For CCOC(=O)c1ccc(NCC(O)COc2ccccc2)cc1 (configuration not stated) the results were RmlCD inh mix -101 and RT RNaseH block -3.
For O=C(NN1C(=O)c2ccc3c4c(ccc(c24)C1=O)CC3)c1ccc(Br)cc1 the results were RmlCD inh mix -56.

High-throughput results deposited in PubChem by several laboratories.
